High-throughput results (PubChem BioAssay)
KCNQ1 pot: potentiators or activators of KCNQ1 channel, primary screen, cell-based, thallium flux, high-throughput; Potassium voltage-gated channel subfamily KQT member 1 (Homo sapiens), P51787; CHO-K1 KCNQ1, thallium flux FluxOR fluorescence; hits give high values; B-score at 10 µM; actives 0.35% (n = 310,000); AID 2648, 2010;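 active = fluorescence ratio B-score, a plate-corrected score, at least three library SD, with initial intensity B-score within 5 SD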
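Schedule – 37 °C overnight plating, 90-min dark dye load, 20-min compound pretreatment · System – stable KCNQ1 CHO-K1 line · Probe or stimulus – thallium- and potassium-containing depolarizing buffer · Measured by – kinetic FluxOR fluorescence, 10 s baseline plus 110 s post-stimulus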
Dyrk1A ADPGlo: rat Dyrk1A kinase inhibitors, primary screen, biochemical, single point, plate reader | AID 504441, 2011 | ADP-Glo luminescence, NFATc1 peptide | Dual specificity tyrosine-phosphorylation-regulated kinase 1A (Rattus norvegicus), Q63470 | inhibition, % at 12.5 µM | actives 0.43% (n = 310,000); in the data active = inhibition above about 50%;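 also: plate controls were vehicle with enzyme for no effect and no enzyme for full effect; many of its hits are not listed in these tables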
RGS4 act: RGS4 potentiators or activators, primary screen, cell-based, HEK293 M3R inducible RGS4, calcium flux; actives 0.92% (n = 310,000); AID 463111, 2010; carbachol calcium flux Fluo4; hits give low values; B-score at 10 µM;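 active = B-score of the integrated calcium signal more than 4 SD below the library mean, with starting fluorescence not abnormally high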;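 also: negative B-score means reduced calcium response which marks RGS4 activation or potentiation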
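System: HEK293 FlpIn-TREx cells, stable M3R, doxycycline-inducible RGS4. Timing: overnight RGS4 induction, 30 min dye load 37 °C, 20 min compound RT. Also added: carbachol, ECmax concentration. Measured by: Fluo4 fluorescence kinetic imaging of calcium. Evaluation: integrated calcium ratio converted to B score.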
GSK3 alpha inh: blockers of GSK3A enzyme activity – biochemical, luminescence, cell-free homogeneous, HTS, primary screen; inhibition, % at 10 µM; actives 0.1% (n = 320,000); GSK-3 alpha kinase, ADP-Glo luminescence, 60 min; Glycogen synthase kinase-3 alpha (Homo sapiens), P49840;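 in the data active = inhibition above about 50%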;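 also: GST-tagged GSK-3 alpha with peptide substrate and 25 µM ATP; 0% = DMSO neutral wells and 100% = GW8510 positive control wells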
HDAC3 inh: HDAC3 deacetylase inhibitors, primary screen, biochemical, fluorescence, cell-free homogeneous | Histone deacetylase 3 (Homo sapiens), O15379 | inhibition, % at 8.3 µM | actives 0.15% (n = 320,000) | AID 2718, 2010 | recombinant HDAC3, fluorogenic peptide/trypsin coupled; in the data active = inhibition above about 26%, passing the limit was not always enough; inconclusive = no clear call, values can overlap the other calls
KCNK3 inh: human KCNK3 channel inhibitors, primary screen, CHO cells, FluxOR thallium flux, B-score | FluxOR fluorescence; hits give low values | actives 0.84% (n = 340,000) | Potassium channel subfamily K member 3 (Homo sapiens), O14649 | B-score at 10 µM | AID 602410, 2012;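 active = B-score under library mean minus 4 SD, starting fluorescence ratio at most library mean plus 5 SD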;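 also: more negative B-score means stronger inhibition of thallium flux through KCNK3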
hERG protect: hERG rescue from dofetilide block, primary screen, cell-based, CHO-hERG, FluxOR thallium flux, dofetilide IC70 | Voltage-gated inwardly rectifying potassium channel KCNH2 (Homo sapiens), Q12809 | dofetilide IC70 present | activation (rescue from dofetilide block), less the hit threshold, % at 10 µM | actives 0.51% (n = 310,000) | AID 1511, 2009;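 active = activation above the mean of controls blocked by dofetilide plus 5 SD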;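 also: thallium influx through hERG after potassium depolarization seen as dye fluorescence rise; in these data hits start at about 4.7%; inactives centre near -7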
Target sequence (Q12809 whole entry, looked up): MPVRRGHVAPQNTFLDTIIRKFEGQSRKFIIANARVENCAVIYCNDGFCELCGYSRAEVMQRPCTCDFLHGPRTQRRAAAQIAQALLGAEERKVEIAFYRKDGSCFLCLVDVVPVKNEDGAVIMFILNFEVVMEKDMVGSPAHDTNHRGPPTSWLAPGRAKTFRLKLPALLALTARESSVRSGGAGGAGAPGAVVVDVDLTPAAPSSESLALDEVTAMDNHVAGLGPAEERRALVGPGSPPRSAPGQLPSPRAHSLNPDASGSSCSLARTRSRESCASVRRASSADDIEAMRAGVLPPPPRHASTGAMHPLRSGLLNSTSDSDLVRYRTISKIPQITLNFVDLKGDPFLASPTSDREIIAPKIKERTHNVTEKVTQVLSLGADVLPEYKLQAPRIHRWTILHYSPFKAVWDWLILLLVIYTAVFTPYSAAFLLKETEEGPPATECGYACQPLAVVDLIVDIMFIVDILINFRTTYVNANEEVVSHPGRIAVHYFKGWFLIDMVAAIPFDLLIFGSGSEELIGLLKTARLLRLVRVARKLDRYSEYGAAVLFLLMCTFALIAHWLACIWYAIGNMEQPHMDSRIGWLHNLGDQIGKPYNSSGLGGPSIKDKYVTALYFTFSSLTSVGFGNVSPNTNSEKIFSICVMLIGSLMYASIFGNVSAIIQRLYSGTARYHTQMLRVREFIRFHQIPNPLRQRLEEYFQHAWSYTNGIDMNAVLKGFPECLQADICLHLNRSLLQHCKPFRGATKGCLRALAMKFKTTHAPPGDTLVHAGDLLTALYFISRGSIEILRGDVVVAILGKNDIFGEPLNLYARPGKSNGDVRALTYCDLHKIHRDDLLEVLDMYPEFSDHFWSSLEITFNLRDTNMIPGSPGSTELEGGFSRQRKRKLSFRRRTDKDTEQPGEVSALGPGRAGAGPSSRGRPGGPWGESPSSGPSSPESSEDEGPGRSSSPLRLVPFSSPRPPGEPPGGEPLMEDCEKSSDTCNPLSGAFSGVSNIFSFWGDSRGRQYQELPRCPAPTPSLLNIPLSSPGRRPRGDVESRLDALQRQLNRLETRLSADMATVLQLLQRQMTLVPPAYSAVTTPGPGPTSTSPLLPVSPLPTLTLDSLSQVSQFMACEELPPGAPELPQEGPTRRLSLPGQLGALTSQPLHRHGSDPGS
GSK3B inh: human GSK3beta kinase inhibitors, primary screen, biochemical, cell-free homogeneous, HTS; GST-GSK3beta kinase, ADP-Glo luminescence, 60 min; hits give low values; Glycogen synthase kinase-3 beta (Homo sapiens), P49841; activity score (negative = inhibition), % at 10 µM; actives 0.038% (n = 300,000);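 active = more than half of replicate wells score below -50%, meaning over 50% inhibition versus plate controls; inconclusive = some replicates but at most half score below -50%; inactive = no replicate scores below -50%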;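 also: 0% = median DMSO wells and -100% = median GW8510 positive control wells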
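Assay system: GST-fused GSK3beta enzyme, cell-free / Medium: Tris pH 7.5 buffer with MgCl2, DTT, BSA, heparin / Also added: peptide substrate plus 25 µM ATP (final) / Compound: 10 µM single point / Timing: kinase reaction with compound 60 min at room temperature / Detection: ADP-Glo luminescence / Benchmarks: DMSO neutral wells and GW8510 at 20 µM as positive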
KCNQ1 block: inhibitors of human KCNQ1 channel, primary screen, cell-based, thallium flux, high-throughput; B-score at 10 µM; CHO-K1 KCNQ1, FluxOR thallium flux fluorescence; hits give high values; Potassium voltage-gated channel subfamily KQT member 1 (Homo sapiens), P51787; actives 1.3% (n = 310,000);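 active = compounds whose thallium flux B-score, printed positive for inhibition, exceeds three library SD while starting fluorescence stays within three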;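 also: channel opened by potassium depolarization with thallium stimulus after 20 min compound exposure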
KCNK9 block: KCNK9 potassium channel inhibitors, primary screen, HEK293 cells, thallium flux; Potassium channel subfamily K member 9 (Homo sapiens), Q9NPC2; FluxOR thallium flux fluorescence; hits give low values; B-score at 10 µM; actives 1.2% (n = 310,000); AID 488922, 2010;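 active = ratio B-score over 3 SD below the library mean, with starting fluorescence within 5 SD of its mean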;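 also: negative B-score means less thallium flux so channel inhibition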
PolyA inh: polyadenylation inhibitors in yeast reporter cells, primary screen, luminescence, S. cerevisiae; S. cerevisiae SKY197-pL101 polyadenylation reporter, beta-gal luminescence; efflux-impaired pdr1/pdr3 knockout yeast; score 100 = 6 SD above DMSO; calls only at 12 µM; actives 0.02% (n = 300,000);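 active = lowest replicate activity score at least 50, where 100 means six control SD above control mean; inconclusive = lowest score under 50 but half or more replicates reach 50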;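 also: yeast exposed to compound for 9 h at 30 °C; higher score means more reporter readthrough which indicates perturbed polyadenylation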
* hit, by the source's call; i = inactive; u = inconclusive; x = not tested or not shown. This is a subset; rates above refer to the full screens.

Values run as follows: GSK3B inh	hERG protect	PolyA inh	KCNQ1 pot	KCNK3 inh	HDAC3 inh	GSK3 alpha inh	KCNK9 block	KCNQ1 block	RGS4 act	Dyrk1A ADPGlo
- COc1ccccc1-c1cc(C(=O)N/N=C/C=C/c2ccccc2[N+](=O)[O-])c2ccccc2n1
  3	-9	i	i	i	-3	0	i	i	i	-7
- CCC(=O)Nc1cccc(SC)c1
  -2	-8	i	i	i	-6	-3	i	i	i	1
- COc1ccc(Nc2ccc(Cl)nn2)cc1
  -1	-5	i	i	i	1	0	i	i	i	0
- CC(C)Cc1oc(C(=O)O)cc1CN
  3	-6	i	i	i	-3	-1	i	i	i	-3
- COc1cccc(NC(=O)CN2C(=O)CSc3ccc(S(=O)(=O)N4CCCCC4)cc32)c1
  -2	-7	i	i	i	8	0	i	i	i	-1
- CCCC1=NN(C(=O)Cc2ccc([N+](=O)[O-])cc2)C(O)(C(F)(F)F)C1 (stereo unspecified)
  -1	-12	i	i	i	-1	1	i	i	i	8
- COc1ccc(-n2nc(C(=O)NCC(=O)N3CCC(C(N)=O)CC3)c3ccccc3c2=O)cc1
  x	-6	i	i	i	5	-2	i	i	i	0
- CCOC(=O)C1CCCN(C(=O)c2cc(COc3ccc(C)nc3)on2)C1 (stereo unspecified)
  3	-1	i	i	i	-1	1	i	i	i	7
- CC(C)CNc1nc(NC(C)(C)C)nc(Oc2ccc(=O)[nH]n2)n1
  -3	-1	i	i	i	-2	-1	i	i	i	4
- CN=C1SC(CC(=O)Nc2ccccc2F)C(=O)N1C (stereo unspecified)
  0	-9	i	i	i	6	-2	i	i	i	10
- COCCCNC(=O)/C=C/c1ccc(Cl)cc1Cl
  2	-8	i	i	i	1	-1	i	i	i	-7
- COCCn1c(C)cc(C(=O)CSc2nc3ccccc3o2)c1C
  -3	-12	i	i	i	-6	10	i	i	i	3
- O=C(CSc1ccc2nnc(-c3ccccn3)n2n1)Nc1ccc2c(c1)OCCO2
  0	-5	i	i	i	3	0	i	i	i	9
- CC(C)OC(=O)Nc1ccc(-c2ccc(NC(=O)OC(C)C)cc2Cl)c(Cl)c1
  -2	-8	i	i	i	0	0	i	i	i	-4
- CCCN(CCO)CCCc1ccccc1
  0	-4	i	i	i	5	x	i	i	i	-7
- Cc1cc(/C=C2/NC(=O)NC2=O)c(C)n1-c1ccncc1
  -4	-16	i	i	i	6	x	i	i	i	1
- CCOC(=O)CSc1nnc(CNC(=O)c2ccc(OC)cc2)n1C1CCCCC1
  -2	-10	i	i	i	0	-2	i	i	i	-2
- COc1ccc(C(=O)NCCSc2ccccc2)cc1OC
  8	-13	i	i	i	5	-4	i	i	i	-8
- COc1ccc(NC(=O)Cn2c(=O)sc3ccccc32)cc1
  1	-2	i	i	i	-6	x	i	i	i	7
- O=S(=O)(Oc1ccc(C(=S)N2CCOCC2)cc1)c1ccc(Cl)cc1
  0	-4	i	i	i	-2	-2	i	8*	i	7
- C=CCn1c(=O)c(C(=O)NCc2ccccc2)c(O)c2ccccc21
  0	-3	x	i	i	2	-3	i	i	-7.1*	5
- COc1ccc(-c2cc(C)no2)cc1S(=O)(=O)NCCCN1CCCCCC1
  0	-4	i	i	i	0	-1	i	i	i	-3
- COc1ccc(CCNC(=O)CSc2nc(O)c(C(C)C)c(=O)[nH]2)cc1OC
  0	-6	i	i	i	-4	0	i	i	i	-5
- CCN(C(=O)COC(=O)c1ccc(OC)c(S(=O)(=O)N2CCCc3ccccc32)c1)C1CCS(=O)(=O)C1 (stereo unspecified)
  1	-4	i	i	i	4	-1	i	i	i	2
- Cc1ccoc1C(=O)N1CCCCC1C(=O)O (stereo unspecified)
  4	-4	i	i	i	u	0	i	i	i	3
- Fc1cccc(-n2c(-c3ccco3)nc3nc4ccccc4nc32)c1
  -1	-5	i	i	i	-1	-2	i	i	i	2
- COc1ccc(/C(O)=C2\C(=O)C(=O)N(CCN(C)C)C2c2cc(OC)c(OC)c(OC)c2)c(C)c1 (stereo unspecified)
  -1	-6	i	i	i	3	-1	i	i	i	6
- CCC(=O)Nc1ccc(S(=O)(=O)Nc2cccc(C)c2)cc1OC
  0	-6	i	i	i	-5	-1	i	i	i	4
- CC(Oc1ncnc2ccccc12)C(=O)Nc1cccc(S(=O)(=O)N2CCOCC2)c1 (stereo unspecified)
  0	-6	i	i	i	-9	-2	i	i	i	-3
- CCc1nc2nc(C)c(NS(=O)(=O)c3ccc(C)c(C)c3)c(=O)n2[nH]1
  x	-6	i	i	i	1	-1	i	i	i	-3
- O=C(Nc1ccccc1)N1CCN(Cc2ccc3c(c2)OCO3)CC1
  1	-7	i	i	i	1	-2	i	i	i	-3
- COc1cc2c(cc1OC)C(COc1ccc(F)cc1)N(C(=O)c1ccco1)CC2 (stereo unspecified)
  -4	-20	i	i	i	5	-2	i	i	i	2
- COc1ccc(OC)c(-n2c(=S)[nH]c3c(sc(=S)n3-c3ccccc3)c2=O)c1
  -1	-1	i	i	i	12	-1	i	i	i	11
- O=C(COC(=O)c1ccc(N2CCCC2=O)cc1)c1ccccc1
  1	-5	i	i	i	-3	-1	i	i	i	3
- Cc1cccc(Cn2nnc3ccccc32)c1O
  -2	-1	i	i	i	3	-3	i	i	i	0
- O=C(Nc1ccccc1C(=O)NCC1CCCO1)c1ccc(Cl)cc1Cl (stereo unspecified)
  -1	-17	i	i	i	-8	1	i	i	i	6
- COc1cccc(CN2CCN(S(=O)(=O)c3ccccc3)CC2)c1OC
  4	-10	i	i	i	-11	-2	i	i	i	x
- COc1cc(NC(=O)C2CC(=O)N(CCc3ccc(F)cc3)C2)cc(OC)c1OC (stereo unspecified)
  1	-4	i	i	i	3	-1	i	i	i	-1
- Cc1cc(C(=O)COC(=O)C2=NNC(=O)CC2)c(C)n1-c1ccc(OC(F)F)cc1
  1	-6	i	i	i	8	x	i	i	i	-7
- O=C(c1cc2cc(Cl)ccc2oc1=O)N1CCCC1
  3	-3	i	i	i	8	0	i	i	i	2
- FC(F)(F)c1ccc(C2[C@H]3CN(Cc4ccc(-c5ccccc5)cc4)[C@H](c4ccccc4)C34CC2(c2cccnc2)C4)cc1 (stereo partly specified)
  4	-8	i	i	x	-1	-2	i	i	i	x
- O=C(Cc1ccsc1)Nc1ccc(Cl)cc1Cl
  0	-6	i	i	i	-7	0	i	i	i	0
- CCn1nc(C)c([N+](=O)[O-])c1C(=O)NNC(=O)c1ccc(Cl)cc1
  -3	-9	i	i	i	u	0	i	i	i	12
- NC(=O)c1c(NC(=O)CSc2nnc(Cc3ccccc3)n2Cc2ccco2)sc2c1CCC2
  -5	-17	i	i	i	2	11	i	i	i	2
- COc1cc2[nH]c(=O)n(CCCC(=O)N3CC=C(c4ccccc4)CC3)c(=O)c2cc1OC
  2	-9	i	i	i	-1	-1	i	i	i	1
- CCn1c(SCC(=O)Nc2ccc3c(c2)n(C)c(=O)n3C)nnc1-c1ccncc1
  3	-11	i	i	i	-4	-4	i	i	i	2
- Oc1ccc(C[C@@H]2CNCCN2CC2(c3ccccc3)CC2)cc1
  -1	-9	i	i	i	3	3	i	i	i	14
- COC(=O)/C(=C\c1c[nH]c2ccccc12)NC(C)=O
  -1	-4	i	i	i	7	-2	i	i	i	22
- CC(=O)NC(CCS(C)(=O)=O)C(=O)Nc1c(F)cccc1F (stereo unspecified)
  -1	-3	i	i	i	-8	1	i	i	i	-4
- CCCc1cc(NCCCO)n2c(nc3ccccc32)c1C#N
  0	-8	i	i	i	-137	4	i	i	i	x
- Cc1c(-c2ccccc2)nc(-c2ccccc2)[nH]c1=O
  -2	-3	i	i	i	1	2	i	i	i	-2
- Cc1cc(C(=O)OCC(=O)N2c3ccccc3CC2C)c(C)o1 (stereo unspecified)
  2	-7	i	i	i	-6	x	i	i	i	11
- COCN(C#N)c1nc(N(C)C)nc(N(C)C)n1
  -2	-10	i	i	i	12	-3	i	i	i	3
- CC(C)(C)C(=O)COC(=O)c1ccc2c(c1)C(=O)N(Cc1ccco1)C2=O
  2	-7	i	i	i	9	-5	i	i	i	-4
- CCOc1cccc2cc(-c3csc(NC(=O)CCC(=O)NCCCN4CCC(C)CC4)n3)c(=O)oc12
  1	-18	i	i	x	9	2	i	i	i	x
